Screening data: PubChem BioAssay, Broad Institute
Cneo AK release = Cryptococcus neoformans lysis via adenylate kinase release; C. neoformans lysis, adenylate kinase release luminescence, 4 h; normalised: neutral wells 0, clomiphene wells 100; lysis activity, % at 15 µM; 360,000 compounds, 0.2% hits;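 active means mean lysis activity across replicates of at least 80%, whatever share of replicates individually reach that level; inactive means mean lysis activity below 80%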
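Material – log-phase Cryptococcus neoformans yeast cells · Input – 5 × 10^6 yeast cells/mL · Medium – fresh YPD growth medium · Doses – single compound concentration per well · Timing – static 4 h at 37 °C with compound, 1 h detection · Detection – adenylate kinase release luminescence · Read-out – signal increase indicating cell lysis · Control set – Clomiphene as positive lysis control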
miR-122 sensor = blocks miR-122 activity in Huh7 sensor cells. Huh7 miR-122 Renilla luciferase sensor, 48 h; neutral wells = 0, positive control = 100. 340,000 compounds, 0.3% hits. activation (reporter increase), % at 12.5 µM;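 active means mean replicate activation score at least 90 and every replicate individually at or above 90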;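 further: higher luciferase means less miR-122 activity so hits act as miR-122 inhibitors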
C2C12 statin = suppression of simvastatin myotoxicity | C2C12 myotubes + simvastatin, ATP luminescence, 48 h; scaled: DMSO 0, geranylgeraniol control 100 | rescue of ATP level, % at 7.49 µM | 330,000 compounds, 0.78% hits | AID 602340;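 active means mean ATP rescue above about 67%, or every replicate alone reaching that limit, limit read from the data, passing the limit was not always enough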;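 further: myotubes were challenged with 10 µM simvastatin during compound exposure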
ERp5 block = inhibitors of human ERp5 | 350,000 compounds, 0.05% hits | Q15084 | ERp5 insulin aggregation, absorbance 650 nm, 90 min | inhibition, % at 9.99 µM | AID 651711;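 active means mean replicate inhibition above about 25%, with every replicate also reaching it, limit read from the data, passing the limit was not always enough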
Target sequence (Q15084 whole entry, looked up): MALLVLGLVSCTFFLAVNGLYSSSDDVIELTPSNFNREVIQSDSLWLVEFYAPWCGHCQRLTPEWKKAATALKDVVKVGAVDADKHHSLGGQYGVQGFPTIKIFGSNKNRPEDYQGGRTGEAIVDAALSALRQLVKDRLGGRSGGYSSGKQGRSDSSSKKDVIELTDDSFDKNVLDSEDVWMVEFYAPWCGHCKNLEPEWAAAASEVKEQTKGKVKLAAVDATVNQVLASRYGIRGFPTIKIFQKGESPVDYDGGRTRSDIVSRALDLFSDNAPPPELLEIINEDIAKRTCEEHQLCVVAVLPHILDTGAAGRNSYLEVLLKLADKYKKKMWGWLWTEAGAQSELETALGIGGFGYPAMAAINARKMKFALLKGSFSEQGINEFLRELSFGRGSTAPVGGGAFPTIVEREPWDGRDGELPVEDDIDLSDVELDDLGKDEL
SIRT5 inh = sirtuin-5 (human) deacylase inhibition; Q9NXA8; Purified SirT5, succinyl-peptide AMC, trypsin-coupled fluorescence; inhibition, % at 15 µM; 330,000 compounds, 1.1% hits; AID 652115; in the data active means inhibition above about 15%
Target sequence (Q9NXA8 whole entry, looked up): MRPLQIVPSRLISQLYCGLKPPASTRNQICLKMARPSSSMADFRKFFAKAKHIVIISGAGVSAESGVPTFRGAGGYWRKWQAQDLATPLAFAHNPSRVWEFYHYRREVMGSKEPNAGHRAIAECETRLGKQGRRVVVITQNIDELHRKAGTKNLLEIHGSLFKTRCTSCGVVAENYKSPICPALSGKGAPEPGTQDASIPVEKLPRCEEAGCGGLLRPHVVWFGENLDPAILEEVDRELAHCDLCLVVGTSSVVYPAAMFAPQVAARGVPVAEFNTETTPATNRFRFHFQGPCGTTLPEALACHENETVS
esBAF inh = inhibitors of esBAF chromatin remodeling in mouse ES cells | 350,000 compounds, 2% hits | Bmi1-luciferase knock-in reporter, 24 h; 100% = twice the neutral-well signal | reporter increase, % at 12.5 µM | AID 602393; in the data active means activation above about 40%;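 further: 0% = median of the plate's neutral control wells and 100% = double that signal; a rise in the Bmi1 reporter signal indicates esBAF inhibition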
ARNT TACC3 PPI = disruptors of human ARNT/TACC3 interaction | Q9Y6A5 | AlphaScreen His-ARNT PAS-B/GST-TACC3 binding, luminescence; TACC3 fragment carries E629A point mutation | inhibition, % at 9.99 µM | 390,000 compounds, 0.66% hits;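 active means mean inhibition of replicates at least 50% and at least half of replicates each reaching 50%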;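 further: 0% = complete ARNT plus TACC3 wells and 100% = ARNT alone without TACC3; many hits fall short of the cut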
Numbers without * were called inactive; · = no result given; & = joins results of further samples; [ ] = dose if it differs, or a comment.

SMILES	Cneo AK release	miR-122 sensor	C2C12 statin	ERp5 block	SIRT5 inh	esBAF inh	ARNT TACC3 PPI
Cc1ccc(C(=O)Nc2cnc3ccccc3c2)cc1	-8	5	·	·	·	·	-3
CCOc1ccccc1NC(=O)N1CCCC(c2nc3c(nnn3Cc3ccc(C)cc3)c(=O)[nH]2)C1 (configuration not stated)	-1	·	11	·	·	16	-6
Oc1ccc(-c2cn3c(n2)SCC3)cc1O	0	-15	-66	·	·	7	4
CCN(CC)CC(=O)NCC1(c2ccccc2)CCCC1	·	·	·	1	5	·	-2
CCC(C)NC(=O)c1ccc2c(SCC(=O)O)c3c(nc2c1)CCCC3 (configuration not stated)	-3	-1	8	·	·	4	-3
CCOc1ccccc1CN1CCCC(CNC(=O)Cc2ccc(OC)cc2)C1 (configuration not stated)	-1	-1	1	7	-4	-4	5
CNC(=O)Cc1csc2ccc(Cl)cc12	0	6	·	·	·	-6	3
CCCCOCC1CC(CC#CCN2CCCCC2)C(=O)O1 (configuration not stated)	3	-5	2	-21	-3	0	14
COc1ccc(C(=O)NCCN2CCN(C(=O)c3ccc(OC)cc3)CC2)cc1	0	0	-1	0	1	-6	0
CN=C1N(C)C[C@@H]2[C@@H]3C(=O)N(C)C(=O)[C@@H]3[C@](C)(C(=O)OC)N12	2	0	0	-1	-1	-3	-5
NS(=O)(=O)c1ccc(N/N=C/C=C/c2ccccc2[N+](=O)[O-])cc1	-2	3	-9	0	·	83*	·
c1ccc2c(Cn3ccnc3)c[nH]c2c1	-1	6	·	·	·	-7	1

Single records (already shown). Screens in order: Cneo AK release | miR-122 sensor | C2C12 statin | ERp5 block | SIRT5 inh | esBAF inh | ARNT TACC3 PPI
CCOc1ccccc1CN1CCCC(CNC(=O)Cc2ccc(OC)cc2)C1 (configuration not stated) across the screens: -1 | -1 | 1 | 7 | -4 | -4 | 5
COc1ccc(C(=O)NCCN2CCN(C(=O)c3ccc(OC)cc3)CC2)cc1 across the screens: 0 | 0 | -1 | 0 | 1 | -6 | 0
CCC(C)NC(=O)c1ccc2c(SCC(=O)O)c3c(nc2c1)CCCC3 (configuration not stated) across the screens: -3 | -1 | 8 | · | · | 4 | -3
CCCCOCC1CC(CC#CCN2CCCCC2)C(=O)O1 (configuration not stated) across the screens: 3 | -5 | 2 | -21 | -3 | 0 | 14

Continuation.
SMILES	Cneo AK release	miR-122 sensor	C2C12 statin	ERp5 block	SIRT5 inh	esBAF inh	ARNT TACC3 PPI
CC(=O)c1c(C)[nH]c(C(=O)C(C)Sc2nnc(NC3CC3)s2)c1C (configuration not stated)	-4	8	-15	-4	2	-13	·
CCCC(=O)Nc1ccc2c(c1)C(=O)N(C)C[C@@H](OC)[C@@H](C)CN(Cc1ccccc1F)[C@H](C)CO2	-5	-1[16.7 µM]	29	-3	-9	1	-2
O=C(CCCn1ncn2c(cc3occc32)c1=O)NCc1cccc(Cl)c1	4	0	9	-5	0	-5	·
O=P(Cc1cccc2ccccc12)(c1ccccc1)c1ccccc1	0	20	-8	-9	0	-7	-1
COc1ccc(CN2CCOCCOCCOCCOCC2)cc1	·	·	·	2	-7	·	-4
Cc1occc1C(=O)NNC(=S)NCc1ccc(Cl)cc1	·	·	·	3	1	·	-2
CCN1C(=O)/C(=C\c2cn(-c3ccccc3)nc2-c2cccnc2)SC1=S	-1	4	-20	-3	-2	-12	-2
Cc1csc(NC(=O)CSc2nc3sc(C)c(C)c3c(=O)[nH]2)n1	5	-1	3	·	·	13	18
O=C(COC(=O)c1ccc(S(=O)(=O)N2CCCC2)cc1)Nc1cccc(Br)c1	-1	-7	1	7	-1	-1	4
O=C(COC(=O)/C=C/c1ccc2c(c1)OCO2)NCc1ccccc1	1	·	6	-1	0	8	·
CCN(CC)C(=O)c1cc2c(=O)n3cccc(C)c3nc2s1	-1	9	3	-4	-12	27	-1
CCOc1ccc(CNC(=O)Cn2c(=O)c3cccn3c3ccccc32)cc1	-2	0	5	-2	-2	-1	-1
CCC(NC(=O)C1C2C=CC(C2)C1C(=O)O)c1ccc(C)cc1 (configuration not stated)	0	-3	0	1	2	2	-3
Cn1cc(CC(=O)N2CCN(c3ccccc3F)CC2)c2ccccc21	2	0	20	-1	-2	13	2
C[C@@H]1CN([C@H](C)CO)C(=O)Cc2cc(N(C)C)ccc2O[C@@H]1CN(C)S(=O)(=O)c1ccc(Cl)cc1	-20	-7[16.7 µM]	-1	-1	-1	-7	32
COc1ccc(CN(C)C[C@@H]2OCCCC[C@@H](C)Oc3ccc(NC(=O)Nc4c(C)noc4C)cc3C(=O)N([C@H](C)CO)C[C@@H]2C)cc1	-2	2[16.7 µM]	·	-5	-1	-2	-5
CCNc1cccc2c1C(=O)N(C)C2=O	1	·	17	2	1	3	-10
c1ccc(COc2nsnc2N2CCOCC2)cc1	0	1	6	3	2	-5	-7
CCOC1=C2CN(S(=O)(=O)c3ccc(C)cc3)[C@H](c3ccccc3)C[C@@H]2N(S(=O)(=O)c2ccc(Br)cc2)[C@H](c2ccccc2)C1	1	9	-16	-6	-9	-29	·
CCOC1=CC(=O)N(Cc2ccccc2)C1	·	·	·	-2	-3	·	5
c1cncc(CNc2ncnc3sccc23)c1	·	·	·	2	1	·	1
C=C(C)CN(CC)C(=O)c1ccc(OC2CCN(S(=O)(=O)N(C)C)CC2)cc1	·	·	·	0	17*	·	1
COc1cccc(/C=C2\SC(=S)N(NC(=O)c3ccncc3)C2=O)c1	1	-7	-7	-4	2	-10	45
Cc1cc(N2CCCC2)ccc1/C=C1/C(=O)N(C)C(=S)N1C	3	1	3	-2	-4	13	·
COc1ccccc1C(=O)Nc1ccc(Oc2nnc(-c3ccc(C)cc3)c3ccccc23)cc1	13	9	·	·	·	·	-18
CCN(CC)CCOc1ccccc1OC	4	-2	4	3	0	-8	-6
COc1ccc(NC(=O)NCCCN2CCCC2=O)cc1	-2	-3	0	-2	-3	4	·
O=C1Nc2ccccc2CN2C(=O)c3cc(Cl)ccc3NC(=O)C12 (configuration not stated)	-19	2	6	4	0	-4	·
C[C@H](CO)N1C[C@H](C)[C@@H](CN(C)C(=O)c2ccncc2)OCCCC[C@H](C)Oc2ccc(NS(C)(=O)=O)cc2C1=O	-4	2[16.7 µM]	·	5	-1	-1	-6
C[C@H](CO)N1C[C@H](C)[C@H](CN(C)C(=O)CC2CC2)Oc2ncc(C#CCC3CCCC3)cc2C1=O	-4	22[16.7 µM]	-5	-5	3	-3	6
CCOc1ccccc1NC(=O)NCc1ccc(F)cc1	-1	6	-7	0	-4	-10	·
Cc1cccc(OCCCN2CCOCC2)c1C	-1	-6	-3	7	3	-5	-21
CC(=O)N1CCN(c2ncnc3ccccc23)CC1	4	1	2	0	1	-14	23
C[C@H](CO)N1C[C@H](C)[C@@H](CN(C)S(=O)(=O)c2ccccc2)Oc2c(NC(=O)C3CCCCC3)cccc2C1=O	-1&1	43[16.7 µM]	32&14	3&0	1&-3	-4&0	-1
CNC(=O)NC1CCCc2ccccc21 (configuration not stated)	0	-2	9	·	·	-5	-3
C=CCN1CN(CCc2ccccc2)CNC1=S	0	-1	·	5	7	·	·
COc1ccc(C(=O)Nc2ccccc2C(=O)NCc2cccnc2)cc1OC	0	2	·	18	1	·	1
C=COCCCNc1ncnc2sc(-c3ccccc3)cc12	-4	-13	-29	3	-16	-12	-13
COc1cc(/C=N/NC(=O)c2ccccn2)ccc1OC(=O)c1cccs1	-4	0	1	1	1	24	18
Cc1ccc(-c2nc(N)n(C(=O)c3cccs3)n2)cc1	8	-3	25	·	·	-1	-3
CCN1CCN(c2nc3c(C)cccn3c(=O)c2/C=C(\C#N)S(=O)(=O)c2ccc(C)cc2)CC1	0	-5	6	·	·	-2	22
O=C1CC(c2ccccc2)CC(O)=C1C=NCCCN1CCOCC1 (configuration not stated)	2	2	13	·	·	-6	4
CC1=C(C(=O)Nc2ccc(C(=O)NCCCN3CCCCC3)cc2)SCCO1	3	-11	6	-11	2	1	-1
CC(Oc1ccc(C(=O)c2ccc(F)cc2)cc1)C(=O)N1CCOCC1 (configuration not stated)	-1	-2	1	2	-5	-5	-1
O=C(CN1C(=O)NC(Cc2ccccc2)C1=O)Nc1ccc(F)c(Cl)c1 (configuration not stated)	0	-2	32	0	-12	0	1
O=C(O)CSCC(=O)Nc1ccc(S(=O)(=O)N2CCCCC2)cc1	5	12	0	·	·	-2	-24
CN(C(=O)c1ccc(NC(=O)Cc2cccc(NC(=O)C3CCN(C(=O)C4CCCCC4)CC3)c2)cc1)C1CCCC1	-1	-5	7	11	4	-3	11
Cc1noc(C)c1NC(=O)Nc1ccc2c(c1)C(=O)N([C@@H](C)CO)C[C@H](C)[C@@H](CN(C)Cc1ccc(Cl)c(Cl)c1)OCCCC[C@@H](C)O2	-5	-11[16.7 µM]	·	2	11	-3	31
O=C(O)c1ccc2c3c(cccc13)C(=O)N(c1ccccc1)C2=O	-2	-9	2	12	3	2	1
C[C@H]1CN([C@@H](C)CO)C(=O)c2cccc(NS(=O)(=O)c3ccc(F)cc3)c2O[C@@H]1CN(C)S(=O)(=O)c1ccc(Cl)cc1	1	-3[16.7 µM]	·	3	1	-5	-1
COc1ccc(-c2cc(C(=O)c3c(N)n(C)c(=O)n(C)c3=O)c3ccccc3n2)cc1OC	·	·	·	-4	-2	·	-8
COc1ccc(-c2ccc3n(c2=O)C[C@H]2[C@H](CO)[C@@H](C(=O)NCC4CC4)[C@@H]3N2S(C)(=O)=O)cc1	1	-2[16.7 µM]	10	0	-94	1	-9

Molecules above that have a thiophene ring, fused or not:
SMILES	Cneo AK release	miR-122 sensor	C2C12 statin	ERp5 block	SIRT5 inh	esBAF inh	ARNT TACC3 PPI
CNC(=O)Cc1csc2ccc(Cl)cc12	0	6	·	·	·	-6	3
Cc1csc(NC(=O)CSc2nc3sc(C)c(C)c3c(=O)[nH]2)n1	5	-1	3	·	·	13	18
CCN(CC)C(=O)c1cc2c(=O)n3cccc(C)c3nc2s1	-1	9	3	-4	-12	27	-1
c1cncc(CNc2ncnc3sccc23)c1	·	·	·	2	1	·	1
C=COCCCNc1ncnc2sc(-c3ccccc3)cc12	-4	-13	-29	3	-16	-12	-13
COc1cc(/C=N/NC(=O)c2ccccn2)ccc1OC(=O)c1cccs1	-4	0	1	1	1	24	18
Cc1ccc(-c2nc(N)n(C(=O)c3cccs3)n2)cc1	8	-3	25	·	·	-1	-3
